FBW7 act: activators of human E3 ligase FBW7; normalized activity (activation), % at 26.1 µM; AlphaScreen FBW7–phospho-cyclin E peptide binding, activator screen; AID 1259310; 650,000 compounds, 0.13% hits; in the data active = normalized activity above about 1.9%;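 note: purified mutant Fbw7 with reduced substrate affinity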
Target sequence (Q969H0 whole entry, looked up): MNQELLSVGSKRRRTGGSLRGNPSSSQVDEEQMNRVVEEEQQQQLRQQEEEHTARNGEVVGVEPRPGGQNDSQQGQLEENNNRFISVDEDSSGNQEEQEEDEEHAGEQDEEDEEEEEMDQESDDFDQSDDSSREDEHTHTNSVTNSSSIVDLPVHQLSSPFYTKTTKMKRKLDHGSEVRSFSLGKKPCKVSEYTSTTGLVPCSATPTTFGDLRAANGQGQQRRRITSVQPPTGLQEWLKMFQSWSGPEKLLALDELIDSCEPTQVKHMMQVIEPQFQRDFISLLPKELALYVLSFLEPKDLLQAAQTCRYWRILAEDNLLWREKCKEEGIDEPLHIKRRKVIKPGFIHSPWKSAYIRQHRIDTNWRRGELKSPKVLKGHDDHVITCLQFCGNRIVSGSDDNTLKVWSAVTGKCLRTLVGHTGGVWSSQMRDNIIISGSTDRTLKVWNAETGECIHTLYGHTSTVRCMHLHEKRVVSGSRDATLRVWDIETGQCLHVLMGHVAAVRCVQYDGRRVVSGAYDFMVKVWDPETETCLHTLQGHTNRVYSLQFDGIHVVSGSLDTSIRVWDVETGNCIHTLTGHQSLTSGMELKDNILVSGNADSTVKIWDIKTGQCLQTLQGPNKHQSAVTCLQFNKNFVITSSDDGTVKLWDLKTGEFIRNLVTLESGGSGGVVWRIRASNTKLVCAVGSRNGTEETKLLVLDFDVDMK
MITF inh: human MITF inhibition, primary screen; inhibition, % at 2.6 µM; O75030; 650,000 compounds, 0.91% hits; AlphaScreen MITF homodimerization, bead proximity signal; in the data active = inhibition above about 50%;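 note: 0% = vehicle wells with protein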
TEAD-YAP inh: TEAD-YAP interaction inhibition | HEK-TIYL cells, TEAD-Gal4/YAP UAS-luciferase luminescence | inhibition, % at 9.12 µM | 640,000 compounds, 1.4% hits; in the data active = inhibition above about 32%;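 note: 0% = median of test compound wells and 100% = reference inhibitor wells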
GPR151 ag: activates the human receptor GPR151 | 650,000 compounds, 1% hits | AID 1508602 | PathHunter beta-arrestin GPR151 cells, luminescence | Q8TDV0 | activation, % at 11.2 µM; in the data active = activation above about 4.9%;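 note: 0% = median of compound wells and 100% = cells with positive control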
The depositor's hits bear a star.

SMILES	FBW7 act	MITF inh	TEAD-YAP inh	GPR151 ag
O=[N+]([O-])c1ccc(N/N=C/c2cccc(O)c2)cc1	0.1	-3.5	-30.3	-1.5
CN(Cc1ccccc1)C(=O)C1(c2ccccc2)CCOCC1	0.1	-1.1	7.2	1.4
CCOc1ccc(C2/C(=C(/O)c3ccc(C)cc3)C(=O)C(=O)N2CCCOC)cc1 (stereo not given)	0.2	10.5	2.8	0.8
O=C(Nc1ccc(N2CCOCC2)cc1)C1CCN(c2ccc(Nc3ccc(-n4ccnc4)cc3)nn2)CC1	-0.1	5.5	7.9	2.0
C=CCn1c(=O)/c(=C/c2ccc3c(c2)OCO3)s/c1=C(/C#N)C(N)=O	0.0	-6.7	9.2	-0.6
O=C(COC(=O)C1=Cc2ccccc2OC1)NCc1ccco1	0.1	7.4	3.1	2.7
O=C(O)CCNS(=O)(=O)/C=C/c1ccccc1	-0.2	-0.3	-0.8	0.9
COC(=O)c1ccc2c(c1)sc1nc(-c3ccc(Br)cc3)cn12	-0.2	-1.0	-7.3	1.0
CC1(C)NC(=O)N(CC(O)COc2ccccc2Br)C1=O (stereo not given)	0.5	12.1	3.3	0.6
C=CCn1c(SCCC(C)C)nc2sc3c(c2c1=O)CC(C)(C)OC3	0.0	2.2	10.4	-0.9
C/C(=N/N=c1\scc(C)n1Cc1ccco1)c1cccs1	-0.2	11.4	-0.6	-2.6
CC1=C(C(=O)OCCc2ccccc2)C(c2ccccc2OCc2ccccc2)C2=C(CC(c3ccccc3)CC2=O)N1 (stereo not given)	0.1	9.2	6.0	-1.1
COc1cccc(-c2nc(SCN3C(=O)c4ccccc4C3=O)[nH]c(=O)c2C#N)c1	0.8	17.0	11.3	-1.5
COc1cccc(-c2nnc(NC(=O)c3cccs3)s2)c1	0.2	11.1	-25.9	-0.5
CCCS(=O)(=O)c1c(S(=O)(=O)CCC)c2ccccn2c1C(=O)c1ccc(OC)cc1	0.0	17.5	-5.9	1.3
CC(C)CCNC(=O)C1CCN(S(=O)(=O)c2cnc[nH]2)CC1	-0.1	-1.2	-13.0	0.9
N#Cc1c(N)[nH]c(=S)c(C#N)c1-c1cccc([N+](=O)[O-])c1	0.6	3.2	-6.1	-0.7
CC1=NN(c2ccccc2)C(=O)C1C(=O)c1ccc(F)cc1 (stereo not given)	-0.1	0.3	8.4	-1.0
COc1cc(NC(=O)c2sc3ncnc(N4CCCCC4)c3c2C)cc(OC)c1OC	0.0	-0.1	-2.4	6.0*
Cc1ccc(S(=O)(=O)N[C@H](C(=O)OCC(=O)Nc2cccnc2Cl)C(C)C)cc1	0.4	12.1	4.4	-1.4
Cc1ccc(NC(=O)CC2Sc3ccccc3NC2=O)c([N+](=O)[O-])c1 (stereo not given)	-0.2	2.2	48.1*	1.3
O=C1CC(O)(C(F)(F)F)Oc2ccccc21 (stereo not given)	-0.1	-10.0	2.6	-0.2
O=C(COc1ccc(Oc2ccccc2)cc1)NCc1cn2ccccc2n1	0.1	13.6	55.2*	-1.1
Nc1ccn(C2OC(COP(=O)(O)O)C(O)C2O)c(=O)n1 (stereo not given)	-0.2	9.4	-2.5	2.2

Compounds above that have a nitro group on carbon (three):
SMILES	FBW7 act	MITF inh	TEAD-YAP inh	GPR151 ag
O=[N+]([O-])c1ccc(N/N=C/c2cccc(O)c2)cc1	0.1	-3.5	-30.3	-1.5
N#Cc1c(N)[nH]c(=S)c(C#N)c1-c1cccc([N+](=O)[O-])c1	0.6	3.2	-6.1	-0.7
Cc1ccc(NC(=O)CC2Sc3ccccc3NC2=O)c([N+](=O)[O-])c1 (stereo not given)	-0.2	2.2	48.1*	1.3

Later entries:
SMILES	FBW7 act	MITF inh	TEAD-YAP inh	GPR151 ag
FC(F)(F)c1cc(-c2ccccc2)n2ncnc2n1	0.0	5.5	1.4	-1.7
S=C(N=P(c1ccccc1)(N1CCOCC1)N1CCOCC1)N1CCCCCC1	0.0	2.6	3.7	-0.6
CC1Cc2ccccc2N1S(=O)(=O)c1ccc(CN2C(=O)c3cccnc3C2=O)cc1 (stereo not given)	-0.2	11.3	9.1	-0.8
CC(=O)OCCN1C(=O)c2cccc([N+](=O)[O-])c2C1=O	0.1	0.8	-8.4	0.2
CSc1c(CC(=O)NCCc2ccccc2)n(C)c2ccc(C)cc12	0.1	3.0	-3.9	1.5
CCOc1ccc(S(=O)(=O)N2CCN(S(=O)(=O)c3ccc(OCC)c4ccccc34)C(C)C2)c2ccccc12 (stereo not given)	0.0	2.5	2.5	0.5
Cc1[nH][nH]c(=O)c1C(c1ccc(OC(C)C)cc1OC(C)C)c1c(C)[nH][nH]c1=O	-0.4	18.1	0.4	-1.7
O=C(N/N=C\c1cccc([N+](=O)[O-])c1O)c1cncc(Br)c1	-0.1	16.2	3.0	-0.4
Cc1ccc(O)c(NC(=O)C2CC(c3ccc(F)cc3)=NO2)c1 (stereo not given)	-0.1	10.2	-1.7	0.8
CCN1CCN(C(=O)c2sc3ncnc(N4CCN(c5ccccc5)CC4)c3c2C)CC1	0.8	6.5	11.4	-0.2
CCCCOc1ccc(C(=O)Nc2c3c(nn2-c2cccc(Cl)c2)CSC3)cc1	0.6	1.1	1.1	3.7
COc1ccc(NC(=S)c2c(-c3ccc(OC)cc3)c3c4n(c(-c5ccccc5)nn24)CCCC3)cc1	-0.1	4.7	9.4	-0.9

An excerpt from above, limited to MITF inh, TEAD-YAP inh and FBW7 act.
Compound,MITF inh,TEAD-YAP inh,FBW7 act
CCN1CCN(C(=O)c2sc3ncnc(N4CCN(c5ccccc5)CC4)c3c2C)CC1,6.5,11.4,0.8
S=C(N=P(c1ccccc1)(N1CCOCC1)N1CCOCC1)N1CCCCCC1,2.6,3.7,0.0

(next part)
SMILES	FBW7 act	MITF inh	TEAD-YAP inh	GPR151 ag
CCOc1ccc(-n2c(CNC(=O)c3ccc(S(=O)(=O)N(C)C)cc3)nnc2SCC(=O)N2CCc3ccccc32)cc1	0.0	-10.8	-0.8	1.4
Cc1ccc(Cn2nnc(C(=O)NCc3ccccc3)c2N)cc1	0.1	11.7	3.7	-0.1
Cc1ccc(SC(C)C(=O)Nc2ncn[nH]2)cc1 (stereo not given)	0.0	-2.7	4.1	-0.9
CC(=O)c1ccc(S(=O)(=O)NC(c2ccccc2)c2ccccc2)cc1	-0.1	-4.4	-2.2	-1.2
CCOc1cc(NC(=O)Nc2ccc(F)cc2)c(OCC)cc1NC(=O)CC	-0.1	3.3	10.6	-0.2
CCCCN1C(=O)C2CCC(=O)CC2C1=O (stereo not given)	0.0	3.5	4.1	-1.4
O=C(NCCn1nc(-c2cccs2)oc1=O)c1ccc2c(c1)OCCO2	0.0	8.0	5.4	1.0
COc1cccc(NC(=O)CSc2nc(Nc3ccc4c(c3)OCO4)c3ccccc3n2)c1	0.7	-4.8	13.4	-1.4
COc1ccc2[nH]c3nc(SCC(=O)NC(C)C)nnc3c2c1	-0.4	-5.7	-24.0	0.7
COc1ccc(-n2ccn(CC(=O)Nc3cccc(Br)c3)c2=O)cc1	0.1	-13.7	-1.7	2.4
Cc1ccc(NC(=O)CSc2nc3ccccc3c(=O)n2-c2ccc3c(c2)OCO3)cc1	-0.1	-12.7	1.3	-1.2
Cc1ccc(C(=O)Nc2cc3c(ccc4ccccc43)oc2=O)cc1C	0.0	1.4	2.5	0.3
OC(CN1CCOCC1)(c1ccc(Cl)cc1)C1CCCCC1 (stereo not given)	0.2	21.4	3.1	-0.4
COc1ccc(-c2nc(-c3ccccc3)c(-c3ccccc3)[nH]2)c(OC)c1	-0.1	10.1	-2.0	-0.1
COc1cc(C=O)c(Cl)cc1OC(C)C	0.0	8.8	-13.8	-0.3
O=C(Nc1ccc(F)cc1F)c1ccccc1C(F)(F)F	0.2	-5.3	-1.5	0.4
CC(=O)Nc1ccc(-n2c(SCC(=O)c3ccc4c(c3)OCCO4)nc3sc4c(c3c2=O)CCCC4)cc1	-0.2	-0.5	-4.4	-0.2
O=C(NCC(O)CO)c1ccc2[nH]c3c(c2c1)CCCC3 (stereo not given)	0.0	15.7	-1.3	-1.5
c1cc(Nc2nc(Nc3ccc(N4CCOCC4)cc3)c3ncn(-c4ccsc4)c3n2)ccn1	0.1	15.4	-4.1	-0.6
COc1ccc(CCn2c(-c3ccc4ccccc4c3)csc2=Nc2cccc(C(F)(F)F)c2)cc1	0.0	11.3	11.8	0.5
CC(C)Cn1c2c(c(O)c(C(=O)Nc3nc(C45CC6CC(CC(C6)C4)C5)cs3)c1=O)CCCC2	-0.1	-9.8	-2.1	-0.7
O=C1CC(=O)N(CCc2ccccc2)C(=O)N1CCc1ccccc1	-0.9	-7.1	-2.6	-0.6
Cn1c(=O)c2c(-c3ccccc3)n(-c3ccc(C(=O)O)cc3)cc2n(C)c1=O	0.1	17.0	-5.5	3.2
NS(=O)(=O)c1ccc(CCNCc2cccs2)cc1	-0.3	-12.7	6.1	0.1
CCc1nn(CC(=O)NC2CCN(Cc3ccccc3)CC2)c(=O)c2cc3sccc3n12	0.1	-1.0	0.4	0.2
COc1c(Cl)ccc(Cl)c1C(=O)Nc1ccccc1C	0.0	6.7	-3.0	0.4
O=C(O)CCN1C(=O)/C(=C\c2cc([N+](=O)[O-])ccc2Cl)SC1=S	-0.2	-20.8	6.0	0.6
CC(C)(C)NS(=O)(=O)c1ccc(OCC(=O)NCC2CCCO2)cc1 (stereo not given)	-0.1	15.8	1.3	0.0
COc1cccc(NC(=O)CSCc2cccc(Cl)c2)c1	0.0	5.4	-16.2	-1.2
COc1ccc(S(=O)(=O)N2CCC(c3nc4ccccc4[nH]3)CC2)cc1OC	-0.1	-5.0	6.7	1.2
Cc1ccc(C(=O)/C=C/c2cc(C#N)n(C)c2C)cc1	-0.1	9.4	-1.9	-0.5
COc1cccc(C(=O)Nc2ccc(Cl)c(Cl)c2)c1OC	0.1	-0.1	-76.0	1.0
CC(C)CCNC(=O)CCc1nnc(Cc2c[nH]c3ccccc23)o1	0.0	6.8	6.8	1.6
COc1ccc(CCNC(=O)Cn2cnc3c(oc4ccccc43)c2=O)cc1OC	-0.1	-4.0	8.5	0.7
COc1ccccc1N1C(=O)/C(=C\c2cccn2C)C(=O)NC1=S	0.4	55.7*	14.1	0.2
CC(C)(C)n1nnnc1CN1CCC(NC(=O)NC2CCCCC2)CC1	0.1	10.9	-14.4	0.5
N#Cc1c(C(F)(F)F)cc(-c2cccs2)nc1SCC(=O)c1ccccc1	0.6	15.6	-15.7	0.9
CC1CN(CCNC(=O)Cc2ccn(C)c2)Cc2ccccc2O1 (stereo not given)	0.1	8.5	15.9	-1.1
O=C(CN1C(=O)c2ccccc2C1=O)N1CCN(C2=NN=C(c3ccccc3)CS2)CC1	-0.8	8.5	-24.9	-0.4
CCCOc1ccc(N2C(=O)CC(NCCc3ccccc3F)C2=O)cc1 (stereo not given)	0.1	0.6	7.5	1.4
CC(C)n1c2ccccc2c2nnc(SCC(=O)Nc3ccc(S(N)(=O)=O)cc3)nc21	0.0	9.4	3.5	-0.9
CCOC(=O)c1ccc(NC(=O)CSc2ccc(Br)cc2)cc1	0.2	-1.5	2.6	7.9*
CCCOC(=O)C1=C(C)NC2=C(C(=O)CCC2)C1c1ccc(O)c(OC)c1 (stereo not given)	1.0	7.8	4.7	-0.2
CCSc1nnc2c3c4c(sc3nc(C)n12)CCCC4	-0.1	1.3	-8.2	0.1
CCN(CC)S(=O)(=O)c1cccc(-c2nnc(SCC(=O)c3ccc(F)cc3)o2)c1	0.1	8.6	-0.7	0.6
CC(C)OC(=O)CC(O)(c1ccccc1)C(F)(F)C(F)F (stereo not given)	0.8	9.7	5.3	0.2
O=C(NCCc1ccccn1)C1CC12CCN(C(=O)C1(c3ccc(Cl)cc3)CC1)CC2 (stereo not given)	-0.1	-2.2	6.5	0.9
COc1cc(Nc2nc(C)nc3sc(C)cc23)cc(OC)c1OC	0.0	20.7	4.2	-0.2
CC1=CN2C(=NC(=O)CC2(C)C(=O)N(CC(=O)NC(C)(C)C)Cc2cccs2)C=C1 (stereo not given)	0.0	6.0	1.6	0.3
Cc1cc(C)nc(NS(=O)(=O)c2ccc(N=c3ssc4c3-c3ccccc3NC4(C)C)cc2)n1	0.5	15.4	-4.3	0.0
O=C(NNc1nc(-c2ccccc2)c2cc(Br)ccc2n1)c1ccccc1Br	0.0	3.5	-4.1	0.7
Cc1ccc(NC(=O)C2C3C=CC4(O3)C2C(=O)N(C2CCCCCCC2)C4C(=O)NC2CCCC(C)C2C)cc1C (stereo not given)	0.5	16.1	7.0	-0.7
O=C(NCc1ccccc1)c1ccnc(-c2ccc(N3CCOCC3)nc2)c1	0.0	-10.5	-20.2	-0.9
COc1ccc(S(=O)(=O)Nc2cccc(-n3c(C)nc4ccccc4c3=O)c2)cc1F	-0.1	12.0	-3.7	-0.2
Cc1ccc(OCC(=O)Nc2sc3c(c2C#N)CCCC3)cc1C	0.3	10.0	-6.5	1.1
COc1ccc(OC)c(N(CC(N)=O)S(=O)(=O)c2ccc(OC)c(OC)c2)c1	-0.2	-2.0	-14.7	2.3
COc1ccc(C(C)(C)C)cc1NC(=O)COn1nnc2ccc(C(F)(F)F)cc21	0.1	-8.5	14.8	5.1*
Fc1ccc(Cn2c(-c3cscn3)nc3ccccc32)c(Cl)c1	0.0	10.3	6.1	-0.8
Cc1ccc(-c2c3c(nc4sc(C(N)=O)c(N)c24)CCCC3)o1	-0.2	55.3*	5.8	-0.2
COc1ccc(-c2cc(C(F)F)n3ncc(C(=O)N4CCCCC4C)c3n2)cc1 (stereo not given)	-0.2	-2.6	-8.4	0.2
CC1=CCC(C(=O)O)(C(=O)N/N=C/c2cccs2)C(c2ccc([N+](=O)[O-])cc2)C1 (stereo not given)	-0.2	-4.3	-11.2	-1.2

Compound activity (PubChem)
